High-throughput results deposited in PubChem BioAssay by The Scripps Research Institute Molecular Screening Center.
SRC1 TRFRET art: TR-FRET artefact, counter-screen to PPARgamma/SRC-1 agonist assay | TR-FRET detection artefact counter-screen, emission ratio; hits give high values | TR-FRET ratio at 8 µM | 99,000 compounds, 0.34% hits | AID 1051; in the data active means TR-FRET ratio above about 2300; further: inactives centre near 1800; reference of the scale not given here
SRC3 TRFRET art: counter-screen for PPARgamma SRC-3 recruitment agonists: TR-FRET artefact | PPARgamma/SRC-3 format; hits give high values | TR-FRET ratio at 8 µM | 99,000 compounds, 0.39% hits | AID 1048; in the data active means TR-FRET ratio above about 2000; further: inactives centre near 1600; reference of the scale not given here
* = called active by the depositor. Not a hit list; 0.65% or so of the library scored in one or more.

Compound	SRC1 TRFRET art	SRC3 TRFRET art
CC(C)CCNC(=O)CN(C(=O)CCC(=O)Nc1ccccn1)c1ccc(F)c(Cl)c1	1940	1762
Cn1c(SCC(=O)c2c(N)n(C)c(=O)n(C)c2=O)nnc1-c1ccccc1F	1764	1395
CC1(C)NC(=O)N(CC(O)Cn2c3ccccc3c3ccccc32)C1=O (stereo unspecified)	1665	1568
Cc1ccc(CNC(=O)c2cncc(Br)c2)cc1	1917	1436
COC(=O)c1c(N2C(=O)[C@H]3[C@@H](C2=O)[C@]2(C(=O)Nc4c2ccc(C)c4C)N2CCC[C@@H]32)sc(C)c1C	1827	1704
CCCNS(=O)(=O)c1ccc(OCC(=O)N2CCCC2)cc1	1762	1519
COc1ccc(-c2cc(C)nc3c(-c4ccccc4)cnn23)cc1	1942	1486
CC(=O)N(C)c1ccc(C(O)(C(F)(F)F)C(F)(F)F)cc1	1837	1875
Cc1nc2ccc(NC(=O)c3cc(S(=O)(=O)N(C)c4ccccc4)ccc3Cl)cc2s1	1567	1598
COc1ccccc1N1N=C(c2cccs2)CC1c1ccccc1 (stereo unspecified)	2062	1686
O=C(C1CCCO1)N1CCN(C(=S)Nc2ccccc2)CC1 (stereo unspecified)	1671	1436
CC(C)=CCN1CCN(Cc2ccc3nsnc3c2)CC1CCO (stereo unspecified)	1798	1653
CCOC(=O)c1ccc2c(c1)n(CC)c(/C=C/N(C)c1ccccc1)[n+]2CC	1594	1546
CCc1ccc(NC(=O)c2noc3c2CCCCC3)cc1	1293	1645
COP(=O)(OC)c1nc(-c2cccc3ccccc23)oc1NCCc1ccccc1	1759	1725
O=C(c1ccccc1)c1c2c(cc3sc4ccccc4[n+]13)-c1cccc3cccc-2c13	1853	1717
O=C(O)c1ccccc1-c1ccc(/C=C/c2cc(C(F)(F)F)[nH]c(=O)n2)o1	1751	1710
Cc1cccc(/C(N)=N/OC(=O)C23CC4CC(CC(C4)C2)C3)c1	1630	1576
O=C(NNC(=S)NCCc1ccccc1)c1ccc(Br)s1	1545	1425
CCN(CC)S(=O)(=O)c1cc(NC(=O)[C@@H](NC(N)=O)C(C)C)ccc1C	1837	1754
COc1ccccc1N1CCN(C(=O)CCCCCn2c(=O)[nH]c3ccsc3c2=O)CC1	1702	1407
O=C(Nc1cccc(Cl)c1N1CCCCC1)c1ccc(N2CCOCC2)c([N+](=O)[O-])c1	2008	1575
CN(C)/C=C(\C#N)C(=O)N/N=C/c1ccc(F)cc1	1927	1492
CC(=O)N/N=C(\C)CC(=O)NC(C)(C)C	1639	1542
Nc1ccc(C23CC4CC(CC(C4)C2)C3)cc1	1638	1444
O=C(CCCC(=O)NCCc1ccccc1)NCCc1ccccc1	1832	1455
COc1ccccc1CNCc1cc(Br)ccc1OC	1903	1445
COc1ccc(/C=N/NC(=S)Nc2ccccc2[N+](=O)[O-])cc1O	2099	1757
CN1CCN(C(=O)/C=C/c2ccc(Cl)cc2)CC1	1734	1692
CCOc1ccc(C(=O)Nc2ccc(NC(=S)NC(=O)CC)cc2)cc1Cl	1875	1627
Cc1n[nH]c(C)c1S(=O)(=O)N1CCCC(C(=O)NCc2ccccc2Cl)C1 (stereo unspecified)	1988	1548
Nc1nonc1-c1nc2ccccc2n1CC(=O)NC1CCCC1	1857	1568
CCOC(=O)c1sc(NC(=S)NC(=O)c2ccccc2)c(C(=O)OCC)c1C	1610	1462
CCOC(=O)c1ccc(NC(c2ccc(N(C)C)cc2)P(=O)(OC(C)C)OC(C)C)cc1 (stereo unspecified)	2039	1660
O=[N+]([O-])c1ccccc1Oc1ccc(C(F)(F)F)cn1	1720	1787
Cc1ccc2nc(SCC(=O)Nc3nonc3N)[nH]c2c1	1835	1655
COc1ccc(/C=C/C(=O)NC(=S)Nc2ccc(C(=O)O)cc2)cc1	1996	1802
COc1ccc(OC)c(/C=C/C(=O)N(C)CC(=O)Nc2ccc(C)cc2)c1	1418	1537
CC/C(C)=N/N1C(=O)c2ccccc2NC1(C)CC (stereo unspecified)	1652	1489
COc1ccc(C(=O)Nc2ccc(Cc3ccncc3)cc2)cc1Br	1648	1506

6 records drawn at random from the list so far, as already listed:
Compound	SRC1 TRFRET art	SRC3 TRFRET art
COc1ccc(/C=C/C(=O)NC(=S)Nc2ccc(C(=O)O)cc2)cc1	1996	1802
COc1ccc(OC)c(/C=C/C(=O)N(C)CC(=O)Nc2ccc(C)cc2)c1	1418	1537
Nc1nonc1-c1nc2ccccc2n1CC(=O)NC1CCCC1	1857	1568
CN(C)/C=C(\C#N)C(=O)N/N=C/c1ccc(F)cc1	1927	1492
CC(=O)N/N=C(\C)CC(=O)NC(C)(C)C	1639	1542
COc1ccccc1N1CCN(C(=O)CCCCCn2c(=O)[nH]c3ccsc3c2=O)CC1	1702	1407

(further entries)
Compound	SRC1 TRFRET art	SRC3 TRFRET art
CC1CCN(CC(O)COCCOc2ccc(Br)cc2)CC1 (stereo unspecified)	1640	1766
Cn1c(N)c(Br)c(-c2ccc(F)cc2)c(C#N)c1=O	1958	1498
CN(c1nnc(N)s1)C1CCCCC1	1666	1555
COc1ccc(C2=NN(C(=O)c3ccc(Cl)c([N+](=O)[O-])c3)C(c3ccccc3)C2)cc1 (stereo unspecified)	1640	1841
CCOC(=O)C1(Cc2ccccc2)CCN(Cc2cc(OC)c3c(c2)OCO3)CC1	1800	1462
CCSCCOC(=O)C1=C(C)N(C)C(=O)NC1c1cc(OC)ccc1OC (stereo unspecified)	1609	1363
NC(=O)N1c2ccccc2C=Cc2ccccc21	1755	1793
Cc1csc(NC(=O)c2cc[n+]([O-])cc2)n1	1551	1889
Cc1c(Cl)cccc1NC(=S)N1CCC(N(C)CC2CCCO2)CC1 (stereo unspecified)	1711	1592
Cc1ccc(-c2cn3c(n2)CCCC3)cc1	1933	1500
O=C(O)CCN1CC2([N+](=O)[O-])C=CC(=O)C([N+](=O)[O-])(C1)C2CC(=O)c1ccccc1 (stereo unspecified)	1823	1641
CN(C)N1C(N)=C(C#N)C(c2ccccc2)C2=C1CCCC2=O (stereo unspecified)	1994	1719
CC(C)(C)c1ccc(-c2nc3n(c(=O)c2C#N)CCS3)cc1	1726	1541
NC(=O)NCc1ccccc1	1641	1781
Brc1ccc2nc3c(n2c1)CCCC3	1897	1680
Cc1ccn(CC(C)C(=O)O)n1 (stereo unspecified)	1636	1685
COc1ccc(CCNC(=O)CS(=O)(=O)c2cn(CC(=O)N3CCOCC3)c3ccccc23)cc1OC	1789	1519
COc1ccc2cc(C(=O)C3CCCN(C(=O)c4cc5nc(C)cc(C)n5n4)C3)ccc2c1 (stereo unspecified)	1924	1684
N#CC1=C(N)N(c2ccc(Br)cc2)C2=C(C(=O)CCC2)C1c1cccnc1 (stereo unspecified)	1679	1413
Cc1ccccc1OCCOc1ccc([N+](=O)[O-])cc1/C=N/n1cnnc1	1640	1335
C=CC1C(N2CCOCC2)C(C)(C)S1(=O)=O (stereo unspecified)	1901	1681
CS/C(=C\[N+](=O)[O-])Nc1ccc(OC(F)(F)F)cc1	1919	1637
COCCNCCCOc1ccc(C(C)(C)c2ccccc2)cc1	1868	1539
Cc1cccc(OCCC(=O)Nc2nnc(C)s2)c1	1616	1684
CC(C)CNC(=O)NC(=O)COC(=O)C1CSC2(c3ccc(F)cc3)CCC(=O)N12 (stereo unspecified)	1466	1400
COc1cc(/C=C(\C#N)c2nc3ccccc3s2)cc([N+](=O)[O-])c1O	1985	1769
O=C1C2C3C=CC(C4CC34)C2C(=O)N1c1nccs1 (stereo unspecified)	1776	1445
COc1ccccc1NS(=O)(=O)c1cc(NC(=O)c2ccncc2)ccc1N1CCOCC1	1441	1421
Cc1sc2nc(CSc3nc4ccccc4c(=O)n3CCCN3CCOCC3)[nH]c(=O)c2c1C	2007	1547
CC(C)(C)NC(=O)C(c1ccccn1)N(C(=O)C1CSC(=O)C1)c1cccc(F)c1 (stereo unspecified)	1810	1550
CCCNC(=O)c1noc2c1CCc1cc(OC)ccc1-2	1687	1644
Cn1cc2cccc([N+](=O)[O-])c2n1	1766	1614
CCCC(=O)Nc1nnc(C2CCCO2)s1 (stereo unspecified)	1843	1831
COc1cnc(-c2ccccn2)[nH]c1=O	2001	1628
COc1ccc(NC(=O)c2cc3ccccc3o2)cc1	2027	1638
COc1ccccc1/C=C(\NC(=O)c1ccc(OC)c(OC)c1)C(=O)Nc1ccc([N+](=O)[O-])cc1	1807	1551
COc1cccc(/C=N/NC(=O)CCNc2n[nH]c(=O)[nH]c2=O)c1OC	1489	1674
CC(C)CCNc1nc(N2CCCC2)c2c(c1C#N)CCN(C)C2	1643	1632
COc1ccc(S(=O)(=O)N2CCNCC2)cc1OC	2026	1651
O=C(NCc1ccccn1)C(=O)Nc1nc(C23CC4CC(CC(C4)C2)C3)cs1	1520	1489

Next compounds
Order of results – SRC1 TRFRET art | SRC3 TRFRET art
Cc1cccc(OC(C)C(=O)NCc2ccc(S(N)(=O)=O)cc2)c1 (stereo unspecified)
  1477 | 1511
CCOc1ccc(N=C(NN)c2ccc3ccccc3n2)cc1
  1694 | 1543
CCNC(=S)N1CCc2ccccc2C1
  1847 | 1387
CC1(C)CC(=O)C2=C(C1)OC(N)=C(C#N)C2c1ccsc1 (stereo unspecified)
  1851 | 1382
CCOCCCNC(=O)C(NC(=O)Cc1cccs1)c1ccccc1 (stereo unspecified)
  1626 | 1497
O=C(Nc1ccc(NC(=S)NC(=O)c2ccccc2F)cc1)c1cccs1
  1517 | 1519
COc1cccc(/C=N/NC(=O)C(=O)NCc2cccnc2)c1O
  1797 | 1605
O=S(=O)(c1ccc(NC(=S)NCCC(c2ccccc2)c2ccccc2)cc1)N1CCOCC1
  1929 | 1586
COc1ccccc1C1SCCN1C(=O)c1ccc([N+](=O)[O-])cc1 (stereo unspecified)
  1810 | 1587
Nc1cc(=O)[nH]c(SCC(=O)Nc2ncc(C(F)(F)F)cc2Cl)n1
  1699 | 1605
CCOC(=O)c1sc(=S)n(C)c1NC(=O)c1ccccc1
  1825 | 1414
CC(Sc1nncn1C)C(=O)NCc1ccc2c(c1)OCO2 (stereo unspecified)
  2048 | 1840
O=[N+]([O-])c1ccc(/C=N/Nc2nc(N3CCOCC3)nc(N3CCOCC3)n2)cc1
  1799 | 1475
O=C(Nc1ccccc1)c1nn(-c2cccc(C(F)(F)F)c2)ccc1=O
  1786 | 1545
CCCC1(C(=O)OC)NC(c2cc(OC)c(OC)c(OC)c2)C2C(=O)N(CC)C(=O)C21 (stereo unspecified)
  1692 | 1686
CC1=NN(c2ccccc2)C(=O)C1N=Nc1ccccc1 (stereo unspecified)
  1873 | 1498
O=C(Cn1c(COc2ccccc2)nc2ccccc21)Nc1cc(Cl)ccc1Cl
  1858 | 1454
Cc1cccc(C(=O)NC(=S)Nc2ccccc2C(F)(F)F)c1
  1670 | 1561
O=C(CO/N=C/c1ccc(OC(F)F)cc1)NC1CCCC1
  1730 | 1321
CC(=O)Nc1ccccc1C(=O)C(=O)Nc1ccc(C)c(F)c1
  1843 | 1540
Cc1ccc(NC(=O)CCCN2C(=O)c3cccc4cccc(c34)C2=O)cc1
  2103 | 1637
Cc1nc([N+](=O)[O-])c(Sc2nc3ccccc3[nH]2)n1Cc1ccccc1
  1963 | 1678
NC(=O)c1cc(C(=O)c2ccccc2Cl)c[nH]1
  1715 | 1595
CC(OC(=O)c1ccccc1Oc1ccccc1)C(=O)NC1CC1 (stereo unspecified)
  1897 | 1498
C=CCc1cc(C=O)cc(OCC)c1O
  1779 | 1732
Cc1ccc(NC(=O)CN2C(=O)C3CC=CCC3C2=O)cc1S(=O)(=O)N1CCOCC1 (stereo unspecified)
  1478 | 1557
CCC/C=N/NC(=O)c1cccc(Br)c1
  1729 | 1480
COCCNC(=O)c1ccc(-c2csc(C)n2)cc1
  1670 | 1359
CC1=NNC(=O)C1CCC(=O)N/N=C/c1c(Cl)cccc1Cl (stereo unspecified)
  1652 | 1598
Cc1ccccc1NC(=O)CC1SC(=NC2CCCCC2)NC1=O (stereo unspecified)
  1829 | 1574

Profiles, looked up by structure:
Cc1nc([N+](=O)[O-])c(Sc2nc3ccccc3[nH]2)n1Cc1ccccc1 in the list: SRC1 TRFRET art = 1963; SRC3 TRFRET art = 1678
Cc1ccc(NC(=O)CCCN2C(=O)c3cccc4cccc(c34)C2=O)cc1 in the list: SRC1 TRFRET art = 2103; SRC3 TRFRET art = 1637
C=CCc1cc(C=O)cc(OCC)c1O in the list: SRC1 TRFRET art = 1779; SRC3 TRFRET art = 1732

Remaining list, next part
Order of results – SRC1 TRFRET art | SRC3 TRFRET art
O=C(Oc1ccc(NC2=C(Cl)C(=O)c3ccccc3C2=O)cc1)c1ccc([N+](=O)[O-])cc1
  1787 | 1507
CCN(CCn1cccn1)C(=O)CC1C(=O)NCCN1Cc1ccc(OC)c(OC)c1 (stereo unspecified)
  1880 | 1696
Cc1cccc(C)c1NC(=O)N1CCCCCCC1
  1996 | 1462
CC(OC(=O)c1ccccc1Nc1ccc(SC(F)F)cc1)C(N)=O (stereo unspecified)
  1854 | 1674
CCC(C(=O)OCC(=O)Nc1ccc(C(N)=O)cc1)c1ccccc1 (stereo unspecified)
  1937 | 1728
COc1ccc(CCNC(=O)C2CCCN2S(=O)(=O)c2ccc(F)cc2)cc1OC (stereo unspecified)
  1856 | 1518
COc1ccc(OC)c(/C=C/C(=O)OCC(=O)Nc2ccc3c(c2)OCCO3)c1
  1793 | 1496
